Source: PubChem BioAssay
CHO-K1 Ca antag = counter-screen for M1 antagonists: effect in parental CHO-K1 cells. ATP-induced calcium, Fluo-8 fluorescence. inhibition, % at 3 µM. hit rate 0.6% among 360,000. AID 602250;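 active = inhibition above a per-plate cutoff, the plate's mean sample inhibition plus 3 SD, cut at about 24% in these data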;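 note: 0% = DMSO plus EC80 ATP and 100% = DMSO alone without ATP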
M1 ag = human M1 muscarinic receptor agonism; P11229; CHO-K1 hM1, Fluo-8 calcium fluorescence, agonist mode; 0% DMSO, 100% acetylcholine EC100; activation, % at 3 µM; hit rate 0.33% among 360,000; AID 588814;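 active = activation above the run's mean compound activation plus 3 SD, cut at about 16% in these data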;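 note: peak over basal fluorescence ratio within a 140 s kinetic read after compound addition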
Target sequence (P11229 whole entry, looked up): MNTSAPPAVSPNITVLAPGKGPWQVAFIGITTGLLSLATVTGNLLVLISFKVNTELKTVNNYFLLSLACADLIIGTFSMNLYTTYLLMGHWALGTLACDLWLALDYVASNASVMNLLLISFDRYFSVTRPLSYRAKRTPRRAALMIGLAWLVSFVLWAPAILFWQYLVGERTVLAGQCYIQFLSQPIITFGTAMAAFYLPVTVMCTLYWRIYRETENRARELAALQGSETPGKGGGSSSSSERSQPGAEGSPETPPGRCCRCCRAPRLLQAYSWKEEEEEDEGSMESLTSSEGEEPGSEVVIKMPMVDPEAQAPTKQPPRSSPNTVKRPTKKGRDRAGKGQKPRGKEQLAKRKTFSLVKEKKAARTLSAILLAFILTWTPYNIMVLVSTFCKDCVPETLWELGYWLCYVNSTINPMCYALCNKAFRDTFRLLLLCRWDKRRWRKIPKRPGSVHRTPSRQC
CHO-K1 Ca ag = nonselective activator or artifact in parental CHO-K1 cells. activation, % at 3 µM. hit rate 0.48% among 360,000. Fluo-8 calcium fluorescence; scaled to maximal ATP response, vehicle zero; in the data active = activation above about 15%;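 note: untransfected CHO-K1 host cells lacking M1 receptor as counterscreen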
M4 ag = agonists of human muscarinic M4 receptor (CHRM4); P08173; hit rate 0.14% among 360,000; CHO-K1 hM4/Gqi5, Fluo-8 calcium fluorescence; vehicle 0%, full acetylcholine response 100%; AID 624127; activation, % at 3 µM;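 active = activation above the run mean over all test wells plus 3 SD, cut at about 32% in these data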;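 note: peak over basal fluorescence ratio per well then scaled between controls; 0% = DMSO wells and 100% = acetylcholine at EC100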
Target sequence (P08173 whole entry, looked up): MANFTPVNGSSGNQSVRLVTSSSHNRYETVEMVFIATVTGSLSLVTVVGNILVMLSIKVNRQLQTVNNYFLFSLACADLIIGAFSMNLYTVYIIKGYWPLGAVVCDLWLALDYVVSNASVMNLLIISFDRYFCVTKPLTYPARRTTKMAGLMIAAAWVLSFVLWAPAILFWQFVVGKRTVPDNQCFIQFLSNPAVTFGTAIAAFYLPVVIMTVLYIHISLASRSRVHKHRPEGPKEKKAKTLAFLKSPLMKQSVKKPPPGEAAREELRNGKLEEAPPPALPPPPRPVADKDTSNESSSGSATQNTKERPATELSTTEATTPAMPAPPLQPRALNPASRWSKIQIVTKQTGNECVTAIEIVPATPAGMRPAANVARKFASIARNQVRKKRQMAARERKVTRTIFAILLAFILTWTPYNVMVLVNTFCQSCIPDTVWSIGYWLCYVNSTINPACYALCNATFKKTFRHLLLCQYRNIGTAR
OXTR potentiator = potentiators of human oxytocin receptor; CHO-OTR cells, Fluo-8 calcium fluorescence, potentiator mode; 0% = oxytocin EC15, 100% = EC100; AID 2445; P30559; activation, % at 3 µM; hit rate 0.061% among 320,000;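 active = activation above that plate's cutoff, the mean activation of tested compounds plus 3 SD, cut at about 6.6% in these data, passing the limit was not always enough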;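 note: 100% uses oxytocin at 75 nM as the full agonist control; some results filed as inactive read as strong as hits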
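Replication – single well per compound, singlicate · Assay system – CHO cell line stably expressing human OTR · Timing – 6 min pre-incubation, 100 s read · Measure – normalized max/min fluorescence ratio, % activation · Doses – 3.0 µM, one dose · Detection – Fluo-8 calcium dye fluorescence · Probe or stimulus – oxytocin near EC15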
CHRM1 PAM = potentiates human M1 receptor response to acetylcholine | CHO-K1 hM1, Fluo-8 calcium fluorescence, ACh EC20; 0% = ACh EC20, 100% = maximal ACh | hit rate 0.088% among 360,000 | AID 588819 | activation, % at 3 µM | P11229; in the data active = activation above about 19%, passing the limit was not always enough
M4 antag = CHRM4 antagonism in calcium assay | inhibition, % at 3 µM | CHO-hM4 cells, ACh EC80, Fluo-8 calcium fluorescence | hit rate 0.73% among 360,000 | P08173;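 active = inhibition above its plate's cutoff, the mean inhibition of sample wells plus 3 SD, cut at about 27% in these data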;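 note: 0% = acetylcholine EC80 with DMSO and 100% = DMSO without agonist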
CHRM1 antagonist = human CHRM1 antagonism; CHO-K1 hM1, Fluo-8 calcium fluorescence, ACh EC80 antagonist; inhibition, % at 3 µM; hit rate 1.3% among 360,000; P11229;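 active = percent inhibition above its own plate's cutoff, namely the mean of that plate's compound wells plus 3 SD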;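 note: peak over basal fluorescence ratio during 140 s after agonist addition; 0% = ACh EC80 plus DMSO and 100% = DMSO alone without agonist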
CHO parental Ca = signal in parental CHO cells, OX1R antagonist counter-screen. parental CHO-K1, ATP-induced calcium, Fluo-8 fluorescence. inhibition, % at 5.6 µM. hit rate 0.63% among 330,000;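 active = inhibition above that plate's mean sample inhibition plus 3 SD, cut at about 26% in these data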;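 note: 0% = ATP-challenged DMSO wells and 100% = DMSO wells without ATP; some compounds past the cut are filed as inactive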
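test system = CHO parental line | reagent = ATP stimulus | measured by = intracellular calcium via Fluo-8 no-wash fluorescent dye | control set = ATP and no-ATP DMSO wells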
Starred values were filed as active, the others as inactive; nt = not tested or not shown.

The line under a structure holds: CHO-K1 Ca antag	M1 ag	CHO-K1 Ca ag	M4 antag	M4 ag	OXTR potentiator	CHO parental Ca	CHRM1 PAM	CHRM1 antagonist
- CNc1nc2ccccc2n1N
  -6	-6	-0.2	10	-1	-8	2	-9	9
- OC[C@@H]1CN(Cc2cccc3ccccc23)C[C@H](n2cnc3c(NCc4ccco4)ncnc32)O1
  4	6	8.0	13	28	nt	nt	-12	24
- CC(C)NC(=O)c1cc2c(-c3ccc(Cl)cc3)nn(C)c2s1
  7	-1	0.0	-4	0	6	1	2	-3
- CCOC(=O)C1=C(CCl)NC(=O)NC1c1ccc2c(c1)OCO2 (stereo not given)
  4	1	-0.2	-1	0	-6	2	20	-9
- COC(=O)C1CCN(C2CN(Cc3ccc([N+](=O)[O-])cc3)S(=O)(=O)C2)CC1 (stereo not given)
  12	-3	0.5	0	1	nt	nt	3	0
- O=C(Cc1ccc(Br)cc1)N1CCN(C(=O)c2ccccc2)CC1
  -18	-3	0.2	-11	1	0	-16	5	-8
- COC(=O)C1=C[C@@H](C(=O)OC)[C@@H]2C3=C(C(=O)[C@@]2(C)NC(=O)c2ccccc2)[C@H](C)C(C(=O)OC)=C(C(=O)OC)[C@@H]3C1
  15	-3	-0.2	6	1	-6	-10	-15	27
- CC1(C)CC(=O)C2=C(C1)c1c(ccc3ccccc13)NC2c1cc([N+](=O)[O-])cc([N+](=O)[O-])c1O (stereo not given)
  0	-9	9.2	14	9	-5	-18	1	-5
- COC(=O)c1ccc(/C=N/NC(=O)C(=O)NCC2CCCO2)cc1 (stereo not given)
  4	-5	0.4	4	0	2	-14	6	-9
- CCc1cccc2c(C(=O)COC(=O)C3=NNC(=O)CC3)c[nH]c12
  4	-6	4.2	-3	2	5	5	5	6
- COc1ccccc1C(=O)Nc1cccnc1
  -9	-9	0.0	-2	1	-4	-15	3	1
- COc1ccc(-c2noc(=O)n2Cc2ccc(C#N)cc2)cc1
  0	-3	0.6	-2	0	nt	nt	-4	0
- CCc1ccc(NC(=O)COc2ccc(F)cc2C(=O)c2cnn(-c3ccccc3)c2)cc1
  -13	-5	0.3	3	1	-4	-23	9	-10
- COc1cccc(N2CCN(C(=O)c3cc4c(OC)c(OC)c(OC)cc4[nH]3)CC2)c1
  -15	-5	1.8	-9	5	-18	-19	6	-10
- COc1ccc(OC)c(/C=N/NC(=O)CC(=O)NCc2ccccc2)c1
  -18	-3	0.7	-12	0	-12	-14	5	-5
- N/C(=N\OC(=O)c1ccc(OCC(F)(F)F)nc1)c1ccc(Cl)cc1
  0	2	-0.1	-8	1	2	-13	13	-16
- O=C(/C=N\O)NCCCNCc1ccccc1
  -16	-3	1.0	2	1	0	-11	11	-9
- CCn1cc(SCC(=O)NC2CCCC2)c2ccccc21
  4	-1	-0.3	-5	0	1	-17	3	-4
- CC(=O)Nc1ccc(S(=O)(=O)NCC(=O)NNC(=O)COc2ccccc2Cl)cc1
  7	-1	0.2	2	0	-4	-8	6	-4
- Cc1ccc(OCC(=O)O)c(O)c1
  -6	-1	0.2	-4	1	nt	nt	3	-2
- N#Cc1nc(COc2ccc(F)cc2)oc1NCCN1CCOCC1
  1	-4	0.2	-1	1	-11	-7	6	-2
- O=C(CN1C(=O)CSc2ccc(S(=O)(=O)N3CCOCC3)cc21)NCCCN1CCCCC1
  -14	-6	1.1	2	1	-2	-3	-15	38*
- CN1CC2(C(=O)c3ccccc3)CN(C)CC(C(=O)c3ccccc3)(C1)C2
  -4	-5	0.3	-4	1	-3	-7	2	-7
- Cc1ccc(-c2cc3cccc[n+]3cc2-c2ccc(C)cc2)cc1
  -1	-1	0.1	14	-1	0	-3	-9	17
- COc1ccc(OC)c(S(=O)(=O)N/N=C(/C)c2c[nH]c3ccccc23)c1
  -9	-2	0.1	-10	1	nt	nt	12	-21
- COc1ccc(NC(=O)CN(C)C(=O)c2ccc(C)c(S(=O)(=O)N3CCCCC3)c2)cc1
  -13	-4	1.4	-2	2	nt	nt	10	-15
- COc1ccc(C(=O)N/C(=C\c2cn(S(=O)(=O)N(C)C)c3ccccc23)C(=O)N2CCN(C)CC2)cc1OC
  5	-3	0.8	-4	2	nt	nt	8	-11
- Cc1cc(C)n(CCOc2ccc(Cl)cc2Cl)n1
  -16	-4	0.0	3	1	-15	-25	-10	8
- CCOc1ccc(Cl)cc1S(=O)(=O)NCc1ccccn1
  2	-7	6.3	1	8	-16	-19	2	0
- O=C(O)c1c(Cl)c(Cl)c(Cl)c(Cl)c1C(=O)N1CCOCC1
  -1	-2	-0.1	7	0	-2	6	2	-4
- O=C(OCCc1cc2ccccc2c(=O)o1)N1CCOCC1
  -6	-2	0.6	1	2	0	-6	0	5
- Cc1ccc(S(=O)(=O)N2CCOCC2)cc1NC(=O)COC(=O)Cn1c(C)csc1=O
  0	-3	1.4	-14	1	-2	-11	11	-13
- O=C(CCc1ccccc1)OCCN1CCOCC1
  -12	-5	1.0	9	1	-7	0	5	-8
- COC(=O)CNC(=O)c1cc(OC)cc(OC)c1
  -12	-4	0.3	-6	1	4	-3	3	-6
- O=c1cc(O)c(-c2cccc(C(F)(F)F)c2)c(Cl)[nH]1
  -6	-7	0.3	0	0	-6	-5	2	-1
- COc1ccc(-c2nnc(SCC(=O)c3ccc(O)cc3O)o2)cc1
  -2	1	-0.5	-16	2	-8	0	14	-4
- c1cc(CNCCNCc2ccncc2)ccn1
  1	2	0.7	-4	1	nt	nt	18	-25
- CC1CCCC(C)N1c1ccc(S(=O)(=O)N2CCOCC2)cc1Cl (stereo not given)
  -21	-4	0.9	0	1	-7	-21	3	-2
- COc1ccc(S(=O)(=O)n2c([N+](=O)[O-])cnc2C)cc1OC
  -15	2	0.3	-8	1	-2	-2	23	-26
- CCN(CC)CCNC(=O)CCn1nc(-c2ccc(Cl)cc2)ccc1=O
  -18	-7	-0.1	-4	0	-6	-8	3	-17

An excerpt from above in order of the M4 ag value, ascending:
Structure | M1 ag | M4 antag | M4 ag | CHRM1 PAM | CHRM1 antagonist
O=c1cc(O)c(-c2cccc(C(F)(F)F)c2)c(Cl)[nH]1 | -7 | 0 | 0 | 2 | -1
COc1ccc(S(=O)(=O)n2c([N+](=O)[O-])cnc2C)cc1OC | 2 | -8 | 1 | 23 | -26
COc1ccc(-c2nnc(SCC(=O)c3ccc(O)cc3O)o2)cc1 | 1 | -16 | 2 | 14 | -4

Later entries
The line under a structure holds: CHO-K1 Ca antag	M1 ag	CHO-K1 Ca ag	M4 antag	M4 ag	OXTR potentiator	CHO parental Ca	CHRM1 PAM	CHRM1 antagonist
- COc1ccc(Cc2nc3ccc(C(=O)NCc4ncc(C)[nH]4)cc3o2)cc1OC
  14	-13	0.0	10	0	-18	-8	8	-12
- O=C(COc1cccc(C(F)(F)F)c1)NCC(c1ccco1)N1CCCC1 (stereo not given)
  -11	-7	-0.1	11	0	-9	-25	8	-8
- CC(=O)Nc1ccc(CN(C)c2c(C)nc3ccc(C(=O)N4CCN(C(=O)c5ccco5)CC4)cn23)cc1
  -13	-3	0.0	-14	0	nt	nt	1	-3
- COc1cc(C(=O)Nc2cc(C(F)(F)F)ccc2Cl)cc(OC)c1OC
  4	-5	0.9	-4	2	0	-34	-3	7
- CC(C)(C)OC(=O)C[C@@H]1C/C=C\C[C@@H](CC(=O)NCCO)C(=O)N[C@H](C(C)(C)C)COC1=O
  -12	-1	0.6	-19	2	-3	-3	6	-2
- O=C(Cn1cnc2c(nnn2-c2ccccc2)c1=O)NCc1ccc(F)cc1
  -18	-2	0.3	-10	2	-6	0	5	-16
- CCc1cccc(NS(=O)(=O)c2ccc(-n3cccn3)cc2)c1
  5	-2	7.4	9	10	-13	-9	-8	15
- O=C(CC12CC3CC(CC(C3)C1)C2)N1CCCOC1
  -5	-3	-0.2	-13	0	-2	-3	6	1
- O=C(Nc1nc(-c2ccccc2)ns1)c1ccncc1
  -7	-2	0.7	-15	1	3	-8	6	-11
- CCCCN(C)CCNS(=O)(=O)c1ccc2c(c1)n(C)c(=O)c(=O)n2C
  -3	-1	-0.5	-7	0	0	5	-4	-5
- O=C(OCc1cccc([N+](=O)[O-])c1)c1cccnc1Cl
  -8	-4	2.9	1	3	-13	-10	8	-7
- N#Cc1c(-c2ccccc2)oc(=O)c2ccccc12
  -7	-4	0.3	-7	0	-2	-4	6	-19
- Cc1ccc(S(=O)(=O)NCCCCCC(=O)Nc2ccccn2)cc1
  -12	-4	1.6	-6	2	-2	-12	5	-7
- NNC(=O)c1csc(CS(=O)(=O)c2ccc(Cl)cc2)n1
  -5	0	0.4	-5	1	-8	-12	10	-12
- CN1C(=O)[C@H]2[C@@H](/C=C/c3ccccc3)N3C(=O)CN(CC4CC4)C(=O)[C@@]3(C)[C@H]2C1=O
  -6	-3	-0.3	5	0	-9	-9	1	4
- O=C1NC(=S)S/C1=C\c1cc2ccccc2nc1N1CCCCC1
  -9	0	0.3	-10	1	-11	-4	14	-19
- O=C(N=c1ccn(-c2nc3ccccc3nc2NS(=O)(=O)c2ccccc2)cc1)c1ccccc1Cl
  -10	-2	0.8	6	1	-4	0	5	-5
- N#C/C(=C\c1c(N2CCC(C(N)=O)CC2)nc2ccccn2c1=O)C(=O)NC1CCCCC1
  1	-1	0.7	-7	2	-8	-4	2	1
- Nc1cc(Cl)ccc1Oc1ccc2ccccc2c1
  -9	-2	-0.2	-11	-3	-8	-18	-1	5
- O=C(CCNS(=O)(=O)c1ccc(Cl)cc1)N1CCCCCC1
  -1	-3	1.5	-2	1	0	-2	10	-15
- Cc1ccc2cc3c(N)c(C(=O)Nc4c(C)[nH]c(=O)[nH]c4=O)sc3nc2c1
  -12	-2	-0.3	-3	0	5	-6	7	-7
- CC1=C(C)C(OCCCl)N(c2cc(O)c(Cl)cc2F)C1=O (stereo not given)
  -20	-4	1.2	0	3	-5	0	5	-17
- COc1cc(NC(=O)C(=O)NCCN(C)C)c(OC)cc1Cl
  5	-10	-0.3	-1	0	-2	-9	3	0
- O=C(CCN1C(=O)C2CC=CCC2C1=O)Nc1cccc(S(=O)(=O)N2CCCCC2)c1 (stereo not given)
  -20	-5	1.0	-6	4	-5	-15	9	-4
- OC(CNCCc1ccc(Cl)cc1Cl)COc1ccccc1 (stereo not given)
  -7	-4	16*	-2	9	-11	-7	-4	8
- O=C(COC(=O)c1ccccn1)c1ccc([N+](=O)[O-])cc1
  -1	0	0.6	0	1	-7	-1	6	-9
- Clc1ccc(-c2cc(-c3nnc4n3CCCCC4)c3ccccc3n2)cc1
  -1	-4	0.4	-4	0	-12	-24	-2	6
- CCOC(=O)C1(C)CCCN(C(=O)c2cc(C)oc2C)C1 (stereo not given)
  -10	1	3.5	-18	1	nt	nt	11	-18
- CCOC(CCn1c(SCC(=O)NC2CCCC2)nc2ccccc2c1=O)OCC
  -7	-1	0.2	1	1	-11	-17	3	-4
- Cc1ccc(SCc2ccc(C(=O)Nc3cc([N+](=O)[O-])ccc3C)cc2)cc1
  -16	0	0.3	-9	1	-2	-10	5	-10
- O=C(CNC(=O)N1CC(=O)Nc2ccccc21)NCc1cccc(Cl)c1
  -9	-2	-0.1	-4	-1	-3	4	4	-3
